High-throughput results deposited in PubChem by Southern Research Specialized Biocontainment Screening Center.
M. tuberculosis HTS: M. tuberculosis growth inhibition, HTS (AID 449762); M. tuberculosis H37Rv growth inhibition, 7H9 media; higher % means a stronger effect; inhibition, % at 25 µM; hits with a dose series show IC50 in µM; hit rate 0.59% among 330,000; in the data active = a potency from the dose series; inconclusive = inhibition above about 70% without an active follow-up result;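 note: bacterial growth assessed after seven days of incubation; strong numbers were not always called active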
VEEV TC-83 Vero: inhibitors of VEEV TC-83 cytopathic effect, confirmation, Vero cells (AID 588727); Vero cells, VEEV TC-83 cytopathic effect inhibition; higher % means a stronger effect; inhibition, % at 20 µM; hits with a dose series show IC50 in µM; hit rate 0.13% among 350,000; in the data active = a potency from the dose series; inconclusive = inhibition mostly from about 14% at the one dose, without a potency; inactive = the rest, 99 in 100 with inhibition below about 12%; note: strong numbers were not always called active
Salmonella PhoP GFP: PhoP regulon inhibitors, Salmonella typhi PhoP promoter GFP reporter, confirmatory (AID 1850); one-dose inhibition, % at 50 µM; IC50 in µM for titrated hits; Salmonella Typhi PhoP-promoter GFP reporter, fluorescence, 4 h; higher % means a stronger effect; hit rate 0.33% among 310,000; in the data active = a potency from the dose series; inconclusive = inhibition mostly from about 25% at the one dose, without a potency; inactive = the rest, 99 in 100 with inhibition below about 19%;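 note: 0% = induced wells with vehicle and 100% = uninduced wells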
H1N1 NS1A inhibition: H1N1 influenza NS1A inhibitors, functional cell based assay (AID 504329) | inhibition, % at 12.5 µM; hits with a dose series show IC50 in µM | hit rate 0.3% among 340,000 | NS1A functional cell-based assay, percent inhibition; higher % means a stronger effect; in the data active = a potency from the dose series; inconclusive = inhibition above about 27% without an active follow-up result; note: strong numbers were not always called active
M. tuberculosis: growth inhibition of non-replicating M. tuberculosis (AID 488890); Mycobacterium tuberculosis non-replicating, growth inhibition; higher % means a stronger effect; hit rate 0.39% among 320,000; one-dose inhibition, % at 25 µM; IC50 in µM for titrated hits; in the data active = a potency from the dose series; inconclusive = inhibition mostly from about 82% at the one dose, without a potency; inactive = the rest, 99 in 100 with inhibition below about 76%;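 note: plate controls were DMSO cells for no effect and high antibiotic wells for full effect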
VEEV TC-83 Vero 10K pilot screen: also measured in VEEV TC-83 Vero; calls as there; inhibition, %; measured here: 10K pilot screen inhibition
* = called active by the depositor; i = inactive; u = inconclusive; x = no result given; & = joins results of further samples.

SMILES	M. tuberculosis HTS	VEEV TC-83 Vero	Salmonella PhoP GFP	H1N1 NS1A inhibition	M. tuberculosis	others
Cc1ccc(NC(=O)Cn2cccc2C2=NC(c3ccccc3)CO2)cc1C (stereo not given)	11.8%	0.4%	0.8%	-3.4%	-3.3%
O=C1Nc2ccccc2C1c1ncc(C(F)(F)F)cc1Cl (stereo not given)	5.3%	i	-3.5%	-2.5%	-4.4%
Cc1occc1-c1nnc(SCC(=O)NC2CCCCC2)o1	-6.8%	i	x	-2.1%	u
CCCc1cc(=O)oc2c(C)c(OC(C)C(=O)NCc3ccccn3)ccc12 (stereo not given)	35.6%	1.6%	-1.9%	-1.6%	3.5%
COCCNC(=O)c1snc2ccc(Cl)cc12	3.0%	1.5%	-8.6%	-1.7%	-0.4%
Cc1cc2oc(=O)cc(CN3CCC(C)CC3)c2cc1Cl	-1.7%	3.0%	-3.8%	-10.7%	14.3%
Cc1cc(Cl)ccc1OCCCC(=O)N1CCN(C(=O)c2ccco2)CC1	-2.4%	i	-1.1%	-10.5%	20.0%
O=C1NC(=O)N(CCc2ccc(F)cc2)C(=O)/C1=C/c1cccs1	-3.1%	2.4%	-14.8%	7.2%	x
CC(C)(C)c1ccc(C(CC(=O)O)NC(=O)Cc2ccccc2)cc1 (stereo not given)	-3.8%	1.1%	-2.0%	24.0%	-10.1%
Cc1ccc2c(CN3C(=O)NC(C)(c4ccc5c(c4)OCO5)C3=O)cc(=O)oc2c1 (stereo not given)	-5.5%	i	-10.9%	2.9%	12.3%
CCOC(=O)N1CCN(C(=O)C(C)N(c2ccccc2)S(C)(=O)=O)CC1 (stereo not given)	-0.3%	0.4%	2.9%	-8.9%	-6.3%
Cc1nc(CN(C)Cc2nc(Cc3cccc(F)c3)no2)cs1	-7.1%	2.4%	-1.5%	-7.4%	32.0%
O=C1/C(=C/c2ccccn2)SC(=S)N1c1ccc(O)cc1	7.0%	i	2.1%	8.1%	61.6%
Cc1ccc2c(c1)CC1(CN2C)C(=O)NC(=O)N(CCc2ccccc2)C1=O (stereo not given)	-4.8%	3.5%	-5.9%	6.3%	13.4%
Cc1ccc(-c2c(C#N)c(N)nc3c2CCCCC3)cc1	-14.3%	0.5%	-9.9%	0.5%	5.3%
Cc1ccc2c(c1)c(/C=C/c1cc[n+](C)cc1)c(C)n2C	5.13µM*	i	i	21.9%	u
O=C(CCN1C(=O)C2C3C=CC(C3)C2C1=O)NCCN1CCCc2ccccc21 (stereo not given)	-0.9%	1.4%	-8.3%	-0.5%	32.4%
C/C(=N\NC(=O)c1ccc(Cl)cc1)c1ccc(N2CCOCC2)cc1	-5.8%	0.5%	-10.2%	6.4%	-4.2%
O=C(COC(=O)C1C2CC3OC(=O)C1C3C2)Nc1cccc(Cl)c1 (stereo not given)	-3.7%	2.2%	-4.9%	6.0%	-6.7%
O=C(CCNC(=O)Cn1ccc2ccccc2c1=O)NCCCN1CCOCC1	-0.4%	3.4%	16.4%	6.7%	-2.2%
Cc1ccc(S(=O)(=O)N(C)C)cc1NC(=S)N1CCN(Cc2ccc3c(c2)OCO3)CC1	2.5%	0.5%	-12.4%	13.3%	33.1%
CCOC(=O)N1CCN(C(=S)Nc2cc(OC)c(OC)cc2C(=O)OC)CC1	1.0%	0.5%	-0.3%	1.4%	-7.1%
CC12CC(c3ccccc3O1)C(C(=O)NCc1ccccc1)C(=O)N2 (stereo not given)	-6.0%	1.5%	-4.3%	0.9%	1.2%
Cc1ccccc1OCc1nnc(SCc2cc(=O)[nH]c3ccccc23)o1	10.3%	5.5%	-7.9%	-2.0%	14.1%
CC(=O)c1c(C)n(C)c2ccc(OC(=O)c3ccc([N+](=O)[O-])cc3)cc12	11.2µM*	4.3%	-0.1%	6.9%	u

Remaining list, next part.
SMILES	M. tuberculosis HTS	VEEV TC-83 Vero	Salmonella PhoP GFP	H1N1 NS1A inhibition	M. tuberculosis	others
N#Cc1ccc(OCc2nnc(SCC(=O)N3CCCc4ccccc43)n2-c2ccccc2)cc1	4.2%	8.7%	3.1%	9.8%	28.2%
CCOC(=O)c1cc2c(=O)n3ccccc3nc2n(CCOC)c1=NC(=O)c1ccncc1	-11.1%	5.9%	5.9%	5.4%	-3.5%
COc1ccc(C2(C(=O)Nc3cc(C)on3)CCOCC2)cc1	-2.2%	3.4%	6.8%	9.6%	-11.3%
O=C(Nc1ccc(S(=O)(=O)NCc2ccco2)cc1)c1ccc2ccccc2n1	6.4%	9.9%	1.2%	3.9%	9.8%
COc1cc2c(cc1O)[C@H](Cc1ccc(Oc3cc(C[C@@H]4NCCc5cc(OC)c(O)cc54)ccc3O)cc1)NCC2	65.6%	x	30.6%	x	55.1%
O=C(CSc1nc2ccccc2o1)Nc1ccc(N2CCOCC2)c(Cl)c1	-2.4%	1.3%	11.4%	4.2%	69.3%
COC(=O)CC1(c2cccc3ccccc23)C(=O)c2ccccc2C1=O	8.9%	0.4%	-8.9%	4.0%	10.1%
CNS(=O)(=O)c1cn(CC(=O)N(C)Cc2ccccc2)cc1S(=O)(=O)NC	3.3%	i	-8.6%	0.0%	-17.6%
COc1cccc(CC(=O)OCc2csc(CC(=O)Nc3ccccc3C)n2)c1	-3.1%	3.1%	x	-5.3%	63.4%
COn1c(-c2ccccc2)nc2ccc(Cl)cc21	21.1%	1.2%	-6.3%	0.7%	u
N#C/C(=C/c1ccc(-c2ccc(Br)cc2)o1)C(=O)NC1CCCCC1	0.9%	i	-8.5%	-3.7%	74.9%
Cc1cccn2c(=O)c(C=O)c(NCc3ccccc3)nc12	-12.2%	2.4%	2.5%	x	32.0%
Cc1ccn(C(=O)c2ccc(NC(=O)CC(C)C)cc2)n1	6.0%	1.6%	0.6%	-2.5%	9.0%
COc1cc(C(Nc2ccc(S(=O)(=O)N3CCC(C)CC3)cc2)C(=O)NCC2CCCO2)cc(OC)c1OC (stereo not given)	-7.3%	0.5%	-3.4%	-2.8%	10.5%
COc1ccc(NS(=O)(=O)c2cccc(C(=O)NCc3ccccn3)c2)cc1	-5.6%	0.6%	4.7%	0.1%	-26.2%
CC1CN(C2CCCCC2)c2nc3c(c(=O)n(C)c(=O)n3C)n2C1 (stereo not given)	5.6%	0.0%	-5.4%	6.5%	-2.4%
NS(=O)(=O)c1ccc(NCc2c(F)cccc2Cl)cc1	x	i	x	-7.1%	x
CC(Oc1ccccc1)C(=O)Nc1nc(-c2ccccn2)cs1 (stereo not given)	x	7.7%	x	16.9%	x
O=c1[nH]c(N2CCCCCC2)nc2ncn(Cc3ccccc3)c12	-4.3%	0.8%	1.2%	13.4%	1.8%
CCCCCCC(=O)c1c(O)n(-c2ccccc2OC)c(=O)[nH]c1=O (tested in a mixture with another compound)	-6.2%	3.7%	5.6%	x	11.0%
CCN(CC)C(=O)c1cccc(NC(=O)c2ccc3c(=O)n4c(nc3c2)CCC4)c1	2.3%	8.1%	2.9%	-0.7%	2.8%
COc1ccc(Cl)cc1NC(=O)COC(=O)/C=C/c1c(C)nn(C2CCS(=O)(=O)C2)c1Cl (stereo not given)	-1.7%	0.2%	-5.1%	-0.1%	6.6%
C/C(=N/NC(=O)CNC(=O)c1ccccc1F)c1ccc2c(c1)CCCC2	11.0%	1.1%	4.4%	-16.4%	-4.0%
Cc1ccc(N2CC(C(=O)N/N=C/c3cccc([N+](=O)[O-])c3)CC2=O)cc1 (stereo not given)	1.9%	6.3%	11.3%	2.1%	-0.8%
CCN(CC)Cc1c(-c2ccccc2)[nH]c2ccc(C)cc2c1=O	3.2%	0.1%	-4.0%	1.5%	15.9%

The results go on.
SMILES	M. tuberculosis HTS	VEEV TC-83 Vero	Salmonella PhoP GFP	H1N1 NS1A inhibition	M. tuberculosis	others
O=C(Nc1nc2ccccc2[nH]1)C12CC3CC(CC(C3)C1)C2	10.3µM*	6.7%	-8.8%	-40.2%	u
O=C(CN(CCc1ccccc1)C(=O)CNS(=O)(=O)c1ccccc1)NCC1CCCO1 (stereo not given)	0.9%	4.6%	-1.1%&7.3%	13.9%	4.5%
Cc1cc(NC(=O)CSc2nc3ccccc3n2CCC#N)no1	-8.9%	1.3%	3.7%	4.5%	2.7%
CCN1CCN(c2cc(C)c3cc(NC(=S)N4CCOCC4)ccc3n2)CC1	-4.7%	i	-3.3%	7.4%	27.1%
Cc1ccc(C(=O)NNC(=O)Cc2cccs2)cc1	0.5%	1.0%	-7.6%	-7.5%	-6.7%	VEEV TC-83 Vero 10K pilot screen=0.4
CCOC(=O)N1CCc2[nH]c3ccc(C)cc3c2C1	-2.3%	i	2.5%	9.6%	23.0%
CC(=O)Nc1ccc(NC(=O)CSc2nnc(-c3ccc(NS(C)(=O)=O)cc3)n2C)cc1C	-1.9%	1.5%	-1.4%	-2.7%	1.1%
COc1ccc(Cc2nc3ccc(C(=O)N4CCCN(C=O)CC4)cc3o2)cc1	5.4%	4.5%	-6.3%	3.2%	1.8%
CCCN(C(=O)CCOc1ccc(C(C)(C)C)cc1)c1c(N)n(Cc2ccccc2)c(=O)[nH]c1=O	95.8%	11.5%	-6.9%	8.5%	-7.9%
Cc1cc(Br)ccc1SCC(=O)OCC(=O)Nc1ccccc1C#N	-3.7%	i	-8.6%	0.8%	25.1%
O=C(COC(=O)c1ccc(OC(F)F)cc1)NCCC1=CCCCC1	0.2%	1.0%	x	-7.5%	58.1%
CC(Sc1nnnn1C)C(=O)Nc1ncc(Cl)cc1Cl (stereo not given)	-2.1%	0.8%	x	-1.4%	-4.5%
Cc1cc(C(=O)N/N=C\c2ccc(COc3ccc([N+](=O)[O-])cc3)o2)ccc1[N+](=O)[O-]	3.6%	0.5%	6.1%	3.2%	-3.2%
c1ccc(CCN2CCN(c3ncnc4c3cnn4-c3ccccc3)CC2)cc1	21.3µM*	i	13.8%	1.8%	62.3%
CN1CCN(C(=O)COc2ccc(S(=O)(=O)N(C)Cc3ccccc3)cc2)CC1	6.7%	1.4%	19.5%	-1.7%	6.9%
CC1Nc2ccc(C(=O)NC3CCCCC3)cc2NC1=O (stereo not given)	-3.3%	0.2%	-16.2%	0.3%	14.5%

Of the compounds above, these have an aryl methoxy group.
SMILES	M. tuberculosis HTS	VEEV TC-83 Vero	Salmonella PhoP GFP	H1N1 NS1A inhibition	M. tuberculosis	others
CCOC(=O)N1CCN(C(=S)Nc2cc(OC)c(OC)cc2C(=O)OC)CC1	1.0%	0.5%	-0.3%	1.4%	-7.1%
COc1ccc(C2(C(=O)Nc3cc(C)on3)CCOCC2)cc1	-2.2%	3.4%	6.8%	9.6%	-11.3%
COc1cc2c(cc1O)[C@H](Cc1ccc(Oc3cc(C[C@@H]4NCCc5cc(OC)c(O)cc54)ccc3O)cc1)NCC2	65.6%	x	30.6%	x	55.1%
COc1cccc(CC(=O)OCc2csc(CC(=O)Nc3ccccc3C)n2)c1	-3.1%	3.1%	x	-5.3%	63.4%
COc1cc(C(Nc2ccc(S(=O)(=O)N3CCC(C)CC3)cc2)C(=O)NCC2CCCO2)cc(OC)c1OC (stereo not given)	-7.3%	0.5%	-3.4%	-2.8%	10.5%
COc1ccc(NS(=O)(=O)c2cccc(C(=O)NCc3ccccn3)c2)cc1	-5.6%	0.6%	4.7%	0.1%	-26.2%
CCCCCCC(=O)c1c(O)n(-c2ccccc2OC)c(=O)[nH]c1=O (tested in a mixture with another compound)	-6.2%	3.7%	5.6%	x	11.0%
COc1ccc(Cl)cc1NC(=O)COC(=O)/C=C/c1c(C)nn(C2CCS(=O)(=O)C2)c1Cl (stereo not given)	-1.7%	0.2%	-5.1%	-0.1%	6.6%
COc1ccc(Cc2nc3ccc(C(=O)N4CCCN(C=O)CC4)cc3o2)cc1	5.4%	4.5%	-6.3%	3.2%	1.8%

For reference, part of the list above:
SMILES	M. tuberculosis HTS	VEEV TC-83 Vero	Salmonella PhoP GFP	H1N1 NS1A inhibition	M. tuberculosis	others
CN1CCN(C(=O)COc2ccc(S(=O)(=O)N(C)Cc3ccccc3)cc2)CC1	6.7%	1.4%	19.5%	-1.7%	6.9%
CC1Nc2ccc(C(=O)NC3CCCCC3)cc2NC1=O (stereo not given)	-3.3%	0.2%	-16.2%	0.3%	14.5%
